Screening data: PubChem, National Center for Advancing Translational Sciences (NCATS)
SMN2 splice up = SMN2 splice variant enhancement | HEK293 SMN2-luciferase splicing reporter, luminescence, 30-36 h | Potency, µM (highest dose often 46.1 µM), for the others: top-dose activity change, positive = activation, hits mostly activators | AID 1458 | 210,000 compounds, 2.8% hits; also: % of control where 0% means no effect; nearly all actives have a fitted effect of over 55% in size
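HEK293 cells carry an SMN2 minigene-luciferase reporter in which exon 7 inclusion puts luciferase in frame. Cells were seeded at 2000 cells/well, attached for 10-12 hours, then exposed to compounds for 30-36 hours at 37C before ONE-Glo luminescence.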
KDM4E inh = inhibitors of human JMJD2E histone demethylase. B2RXH2. JMJD2E catalytic domain, FDH-coupled NADH fluorescence (FDH is formaldehyde dehydrogenase). Potency, µM (titrated, usually from 57.1 µM), for inactives: at the highest dose activity change, negative = inhibition, usual class: inhibitors. 230,000 compounds, 1.6% hits. AID 2147; active = well fitted inhibition curve with a large enough effect, not every such curve was filed as active; inconclusive = small, poorly fitted or top-dose-only effect, or another doubt; inactive = no such curve, though single readings can be large or run the other way;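 also: 0% = wells with enzyme and -100% = buffer wells without enzyme; nearly all actives have a fitted effect of over 50% in size; many of its hits are not listed in these tables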
ALDH1A1 block = inhibitors of human aldehyde dehydrogenase 1A1; Purified ALDH1A1, NADH fluorescence, propionaldehyde substrate; Potency, µM (highest dose often 75.3 µM), for the others: top-dose activity, negative = inhibition, hits mostly inhibitors; 220,000 compounds, 7.3% hits; active = well fitted inhibition curve with a large enough effect, not every such curve was filed as active; inconclusive = small, poorly fitted or top-dose-only effect, or another doubt; inactive = no such curve, though single readings can be large or run the other way;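 also: plate controls were no enzyme wells and a reference inhibitor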
Tau fibril ThT = tau fibrillization inhibition (ThT binding). P10636. Potency, µM (doses to about 57.4 µM), for inactives: at the top dose activity, negative = inhibition, most hits filed as inhibitors. recombinant tau K18 P301L (four-repeat tau fragment), heparin-induced fibrillization, ThT fluorescence. 270,000 compounds, 2.1% hits; also: % is scaled to controls: 0 for no effect and ±100 for the full control effect; nearly all actives have a fitted effect of over 55% in size
Target sequence (P10636 561-689 P618L limits assumed): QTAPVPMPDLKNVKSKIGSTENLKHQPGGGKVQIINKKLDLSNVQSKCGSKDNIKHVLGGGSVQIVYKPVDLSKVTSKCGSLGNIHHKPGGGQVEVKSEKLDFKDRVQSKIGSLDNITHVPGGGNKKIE
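In this qHTS, human K18 P301L tau is incubated with compound and heparin for 6 hr at 37 C, and Thioflavin T fluorescence then reports fibril load.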
RECQ1 helicase = blocks DNA unwinding by human RECQ1. P46063. Potency, µM (titrated, usually from 57.3 µM), for the others: at the top dose activity, negative = inhibition, usual class: inhibitors. RECQ1 DNA unwinding, red fluorescence kinetic read. 240,000 compounds, 0.54% hits;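 also: plate controls were vehicle for no effect and no enzyme for full effect; nearly all actives have a fitted effect of over 30% in size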
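50 nM RECQ1T1 preincubated 15 min with compound in Tris pH 8.0 buffer with MgCl2, DTT, Tween-20 and 2.5 ug/ml poly(dI-dC); started with 200 nM TAMRA/BHQ-2 forked duplex and 2 mM ATP. Unwinding read as fluorescence (525/598 nm), two reads 2 h apart.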
L3MBTL1 block = L3MBTL1 (human) inhibition. Q9Y468. 230,000 compounds, 0.66% hits. Potency, µM (titrated, usually from 57.1 µM), for the others: at the highest dose activity, negative = inhibition, hits mostly inhibitors. AlphaScreen L3MBTL1–H3K9me1 peptide binding; also: % is scaled to controls: 0 for no effect and ±100 for the full control effect; nearly all actives have a fitted effect of over 60% in size
Target sequence (Q9Y468 whole entry, looked up): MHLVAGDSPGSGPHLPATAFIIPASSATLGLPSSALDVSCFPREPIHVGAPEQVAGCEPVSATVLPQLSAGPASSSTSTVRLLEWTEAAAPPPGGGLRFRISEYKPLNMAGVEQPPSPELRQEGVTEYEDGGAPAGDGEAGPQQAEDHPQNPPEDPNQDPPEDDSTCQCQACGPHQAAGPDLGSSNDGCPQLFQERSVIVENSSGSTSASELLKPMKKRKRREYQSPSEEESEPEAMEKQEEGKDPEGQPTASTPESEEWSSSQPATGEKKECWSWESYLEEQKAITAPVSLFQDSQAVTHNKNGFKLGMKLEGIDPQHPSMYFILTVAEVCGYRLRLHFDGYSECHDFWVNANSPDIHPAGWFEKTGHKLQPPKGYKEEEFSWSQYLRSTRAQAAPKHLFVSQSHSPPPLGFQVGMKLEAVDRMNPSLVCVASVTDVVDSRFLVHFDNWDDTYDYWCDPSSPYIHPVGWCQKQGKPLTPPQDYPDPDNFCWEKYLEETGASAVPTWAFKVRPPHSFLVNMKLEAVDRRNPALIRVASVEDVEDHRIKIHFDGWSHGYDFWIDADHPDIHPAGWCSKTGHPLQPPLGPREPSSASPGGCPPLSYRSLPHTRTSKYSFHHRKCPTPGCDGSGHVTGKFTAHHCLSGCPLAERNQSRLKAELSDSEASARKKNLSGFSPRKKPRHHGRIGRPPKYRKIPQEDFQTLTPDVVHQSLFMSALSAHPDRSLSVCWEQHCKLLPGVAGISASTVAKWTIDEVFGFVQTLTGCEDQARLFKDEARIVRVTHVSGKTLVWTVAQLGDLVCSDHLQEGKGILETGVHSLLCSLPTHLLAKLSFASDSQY
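First, the protein-peptide complex forms for 30 min at room temperature (L3MBTL1 50 nM, biotinylated H3K9me1 peptide 75 nM). Next, compounds are pin-transferred and incubated 30 min. Finally, AlphaScreen beads are added and read after 30 min.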
Luc counter = counter-screen: inhibitors of Kinase-Glo firefly luciferase. Q27757. Kinase-Glo luciferase, ATP luminescence, 8 min. Potency, µM (highest dose often 38.3 µM), for inactives: at the highest dose activity change, negative = inhibition, most hits filed as inhibitors. 200,000 compounds, 0.28% hits; also: % is scaled to controls: 0 for no effect and ±100 for the full control effect; nearly all actives have a fitted effect of over 60% in size
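Substrate mix (final 50 mM imidazole pH 7.2, 50 mM KCl, 7 mM MgCl2, 10 uM ATP, 0.01% Tween 20, 0.05% BSA) plus pin-tool compound, then Kinase-Glo detection mix; 8 min ambient, luminescence read.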
Lamin A splicing = modulators of lamin A splicing; HeLa LMNA splicing GFP/RFP minigene ratio, 48 h; Potency, µM (titrated, usually from 46.1 µM), without a hit: at the top dose ratio change, negative = inhibition, hits mostly inhibitors; 200,000 compounds, 0.01% hits; active = well fitted inhibition curve with a large enough effect in the signal ratio, with a control signal flat, not every such curve was filed as active; inconclusive = small, poorly fitted or top-dose-only effect, or effect the other way, or a change in a side signal; the % refers to the signal ratio; also: % is scaled to controls: 0 for no effect and ±100 for the full control effect
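Read-out is the ratio of GFP to DsRed2 object intensity, acquired by 488 nm laser-scanning cytometry on HeLa lamin A-EGFP minigene reporter cells. Compound incubation 48 hrs at 37 °C in Opti-MEM with 2% FBS; DMSO 0.5% final.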
The depositor's hits bear a star; i = inactive; ? = inconclusive; · = no result given; [ ] = dose if it differs, or a comment. Unless noted, calls follow the shape of the dose curve; as a rule, active = well fitted curve in the direction sought with a large enough effect; inconclusive = small, poorly fitted or top-dose-only effect, or another doubt; inactive = no such curve, though single readings can be large; an effect the other way counts as inactive or inconclusive. Potency is read from the fitted curve at half-maximal effect. Not all compounds are listed; the hit share may differ from the screen's.

Second line of a record – KDM4E inh	Tau fibril ThT	SMN2 splice up	Luc counter	Lamin A splicing	ALDH1A1 block	RECQ1 helicase	L3MBTL1 block
#1 CCCCCC1C(=O)C[C@@H]2CCN3C(=O)CCC[C@H]1[C@H]23 (stereo not given in full)
→ ·	-13%[81.4 µM]	·	1%[39.9 µM]	·	?	-4%[81.1 µM]	5%
#2 CCOC(=O)c1cc2occc2n1CC(=O)N1CCOCC1
→ -4%	0%	11%	-2%	0%	-5%	i	-1%
#3 COc1cc(C(=O)Nc2cccc(S(=O)(=O)N3CCCC3)c2)cc(OC)c1C
→ 7%	-2%	·	·	·	·	-7%	-10%
#4 CCc1ccc(CNC(=O)C2CCC(=O)N2C2CCCCC2)cc1 (stereo not given)
→ -1%	-2%	-11%	-2%	7%	?	-4%	·
#5 CCOc1cccc(C2C(C(=O)c3ccc(C)o3)=C(O)C(=O)N2Cc2ccncc2)c1 (stereo not given)
→ ?	-3%	-11%	4%	-11%	?	-6%	-2%
#6 COc1ccccc1Oc1coc2cc(OC(=O)N3CCOCC3)ccc2c1=O
→ 0%	-12%	-21%	-1%	3%	-3%	-3%	?
#7 CN1CCCN(S(=O)(=O)c2ccc3c(c2)OCCO3)CC1
→ 6%	-2%	-2%	2%	-1%	-6%	-2%	-3%
#8 O=C(NC1(C(F)(F)F)N=C2SCCN2C1=O)c1ccccc1 (stereo not given)
→ -2%	0%	0%	2%	4%	-3%	-8%	9%
#9 COc1ccc(/C=N/NC(=O)Cc2csc(Nc3cccc(C(F)(F)F)c3)n2)cc1C
→ -1%	?	-7%	0%	?	1%	-13%	-1%
#10 C=CCOC(=O)C1=C[C@@H](c2csc3ccccc23)C[C@@H](OCc2ccc(CO)cc2)O1
→ -28%	?	·	·	·	25µM*	-18%	-14%
#11 Cc1cccc(C)c1OCC(O)CN(Cc1ccccc1O)C1CCCCC1 (stereo not given)
→ 4%	-6%	-26%	0%	?	5%	i	5%
#12 CC(C)CCOc1ccc(C(CC(N)=O)C(=O)O)cc1 (stereo not given)
→ -1%	-7%	-15%	2%	3%	6%	-9%	·
#13 Cc1nc2ccccc2c(-c2ccccc2)c1CC(=O)O
→ -9%	2%	?	5%	-4%	10%	-4%	9%
#14 CC(C)C(CCNC(=O)CC(Cc1ccccc1)c1ccco1)c1ccco1 (stereo not given)
→ ?	?	-19%	-2%	-7%[0.0737 µM]	?	-16%	-22%
#15 O=C(CCN1CCN(c2ccccc2)CC1)NNC(=S)Nc1ccccc1Cl
→ 5%	-4%	-7%	1%	-11%[46 µM]	?	i	-19%
#16 COc1ccc(C=NCC2OCCc3ccccc32)cc1OC (stereo not given)
→ -20%	-4%	6%	0%	-3%	?	-8%	4%
#17 CC1(NC(=S)N(CCO)CCO)CCS(=O)(=O)C1 (stereo not given)
→ 3%	3%	11%	1%	-9%	-12%	-3%	30%[activator]
#18 COc1cccc(Oc2cnc(N)nc2-c2ccc(OC)cc2O)c1
→ -4%	-12%	12%	2%	?	0%	-12%	-10%
#19 O=C(/C=C/c1ccc(F)cc1)NCC1(c2ccccc2)CCOCC1
→ 6%	6%	-1%	1%	-9%	-11%	6%	10%
#20 CC(=O)N1C(=O)N(C(C)=O)C2C1N(C)C(=O)N2C(C)=O (stereo not given)
→ -1%	-6%	·	2%	22%[46 µM]	14%	15%	2%

2 entries drawn at random from those above:
Second line of a record – KDM4E inh	Tau fibril ThT	SMN2 splice up	Luc counter	Lamin A splicing	ALDH1A1 block	RECQ1 helicase	L3MBTL1 block
#5 CCOc1cccc(C2C(C(=O)c3ccc(C)o3)=C(O)C(=O)N2Cc2ccncc2)c1 (stereo not given)
→ ?	-3%	-11%	4%	-11%	?	-6%	-2%
#6 COc1ccccc1Oc1coc2cc(OC(=O)N3CCOCC3)ccc2c1=O
→ 0%	-12%	-21%	-1%	3%	-3%	-3%	?

The list continues:
Second line of a record – KDM4E inh	Tau fibril ThT	SMN2 splice up	Luc counter	Lamin A splicing	ALDH1A1 block	RECQ1 helicase	L3MBTL1 block
#21 Cc1ccc(Cl)cc1N(CC(=O)NCc1ccc2c(c1)OCO2)S(C)(=O)=O
→ -3%	-7%	·	1%	?	3%	11%	-2%
#22 COCCN(CC(=O)NC1CCCCC1)C(=O)/C=C/C(=O)c1ccc(OC)cc1O
→ 2%	-4%	·	-2%	·	6%	i	6%
#23 Cc1nn(CC(=O)NCCCc2ccccc2)c(C)c1[N+](=O)[O-]
→ -3%	3%	-14%	-1%	-6%[9.22 µM]	-7%	-1%	25%
#24 CCCCn1c(SCc2ccc(Cl)cc2)nc2c1c(=O)[nH]c(=O)n2C
→ -1%	-6%	-21%	-3%	20%	28µM*	-1%	7%
#25 CC#CC[N+](C)(CC#CC)CC(=O)c1ccccc1
→ 0%	-2%	-12%	0%	0%[9.22 µM]	-1%	-2%	23%
#26 COc1cc(CNCc2ccccn2)ccc1OCC(=O)NC1CCCCC1
→ -5%	-6%	0%	-2%	-15%	-10%	-2%	?
#27 COc1ccc(N2CCN(C(c3cc(OC)ccc3OC)c3nnnn3CC3CCCO3)CC2)cc1 (stereo not given)
→ -2%	-6%	-8%	0%	-6%	-6%	i	-7%
#28 CCc1cc(-c2n[nH]c(=S)n2CC(C)C)cs1
→ -27%	-16%	0%	1%	?	?	2%	1%
#29 CCOC(=O)c1c(NC(C)=O)sc2c(OC)cccc12
→ ?	-6%	-6%	-1%	6%	-4%	-5%	-4%
#30 Cc1cc(N(C)C)nc(SC(C)C)n1
→ -5%	-8%	-2%	4%	-4%	5%	2%	-3%
#31 Cc1ccc(NCC(=O)N/N=C/c2cccc(Br)c2)cc1
→ 3%	?	-27%	1%	-3%[46 µM]	2%	-1%	·
#32 CCc1ccc(OC2=NS(=O)(=O)c3ccccc32)cc1
→ -3%	-3%	-3%	-1%	·	-4%	i	11%[11.4 µM]
#33 CCOc1cc(C)c(C(C)C)cc1S(=O)(=O)N1CC(C)OC(C)C1 (stereo not given)
→ -6%	-9%	10%	0%	17%	?	-5%	1%
#34 CCOc1ccc(-c2cn[nH]c2N)cc1
→ 0%	?	26%	1%	-16%	-2%	-1%	·
#35 COc1c2ccoc2c(OC[C@@H](O)C(C)(C)OC)c2oc(=O)ccc12
→ ?	-5%	4%	-1%	-6%	?	6%	8%
#36 COc1cccc(C(=O)C2CCCN(Cc3ccc(OC)c(Cn4cncn4)c3)C2)c1 (stereo not given)
→ -6%	5%	·	·	·	·	2%	-5%
#37 COc1ccc(C)cc1-n1nnnc1SCc1cc(=O)n2cc(C)ccc2n1
→ 0%	4%	-55%[inhibitor]	-2%	?	?	-6%	-2%
#38 CCc1nc(SCC(=O)c2cccs2)c2oc3ccccc3c2n1
→ -4%	-22%	-25%	-4%	13%	2%	0%	15%
#39 Cc1noc(C)c1S(=O)(=O)N(Cc1ccccc1)C(C)C
→ 5%	-3%	·	·	·	?	-7%	4%
#40 Cc1cc2ccccn2c1C(=O)c1ccc(NN)c([N+](=O)[O-])c1
→ 3%	10µM*	-3%	-1%	·	?	-6%	-29%
#41 O=c1ccc2ccc(O)c(O)c2o1
→ 7.1µM*	?	?	-2%	?	?	i	·
#42 O=C(O)/C=C/C(=O)Nc1ccc(NC(=O)c2ccccc2)c(Cl)c1
→ -3%	-7%	11%	0%	·	2.2µM*	8%	·
#43 O=C(CSc1nnc2ccccn12)NC(=O)NC1CCCCC1
→ -2%	6%	15%	-3%	-5%	?	i	·
#44 Clc1ccc(Cn2c(/C=C/c3ccco3)nc3ccccc32)cc1
→ ?	?	95%	-7%	?	?	-29%	-22%
#45 Cc1cc(Cl)ccc1OC(C)C(=O)NCCc1ccc2c(c1)OCCO2 (stereo not given)
→ -3%	-3%	-93%[inhibitor]	-4%	?	8%	-1%	-14%
#46 O=C(Nc1cccc2ccccc12)N1CC=CCC1
→ ?	-14%	-9%	16%	-12%	?	-3%	·
#47 CCOC(=O)c1c(NC(=O)COC(=O)C2CC2C)sc(C)c1C (stereo not given)
→ 2%	-17%	-11%	8%	?	6%	-9%	·
#48 O=C(c1ccc(S(=O)(=O)NCc2ccco2)cc1)N1CCN(Cc2ccc3c(c2)OCO3)CC1
→ 5%	-5%	-32%[inhibitor]	0%	·	18%	i	5%
#49 C=CCn1c2ccccc2c2nnc(SCCCn3c(=O)[nH]c4ccccc43)nc21
→ -5%	?	-88%[inhibitor]	4%	?	-7%	-9%	-11%
#50 CC(C)(C)n1ncc2c(=O)n(CC(=O)NCc3ccccc3)cnc21
→ 3%	-4%	2.8µM*	0%	?	3%	-4%	4%
#51 O=C(Nc1ccc2c(c1)OCO2)c1cc(-c2ccncc2)nc2ccccc12
→ 5%	?	13%	-7%	-6%[46 µM]	-2%	-3%	·
#52 O=C(Nc1ccc2c(c1)OCO2)c1ccc(CN2CCOCC2)cc1
→ 5%	-16%	-5%	0%	?	-1%	-8%	0%
#53 O=C(CN1CCOCCOCCN(CC(=O)Nc2ccccc2)CCOCC1)Nc1ccccc1
→ -20%	-15%	·	·	-2%	22µM*	-4%	5%
#54 CS(=O)(=O)N1N=C(c2cccs2)CC1c1ccccc1O (stereo not given)
→ -5%	1%	·	4%	?	11%	i	-2%
#55 COc1ccc(CCN2CN(S(=O)(=O)c3ccc(C)cc3)c3nc4ccccc4nc32)cc1OC
→ -8%	12%	6%	-2%	-4%	1%	-7%	4%
#56 O=C(NCCc1ccccc1)C1CCN(c2nc3ccccc3o2)CC1
→ 1%	?	-25%	-5%	?	-4%	3%	4%
#57 O=S(=O)(c1ccc(Cl)c(C(F)(F)F)c1)N1CCN(c2ccccn2)CC1
→ 2%	0%	-3%	1%	?	2%	i	5%
#58 CCC(Sc1nc(C)cc(=O)[nH]1)C(=O)Nc1ccc(Cl)cn1 (stereo not given)
→ 7%	-12%	-19%	-2%	-1%	10%	-4%	4%
#59 Cc1cc(-c2nc(-c3ccc(C(C)(C)C)cc3)no2)no1
→ -7%	-2%	·	·	·	20%	i	6%
